# EBV gp42 inh = inhibitors of Epstein-Barr virus glycoprotein 42; actives 0.42% (n = 220,000); Fluorescence polarization binding assay, mP read-out; inhibition, % (tested at 21.74 µM); in the data active means inhibition above about 50%
# Target sequence (Q1HVG2 whole entry, looked up): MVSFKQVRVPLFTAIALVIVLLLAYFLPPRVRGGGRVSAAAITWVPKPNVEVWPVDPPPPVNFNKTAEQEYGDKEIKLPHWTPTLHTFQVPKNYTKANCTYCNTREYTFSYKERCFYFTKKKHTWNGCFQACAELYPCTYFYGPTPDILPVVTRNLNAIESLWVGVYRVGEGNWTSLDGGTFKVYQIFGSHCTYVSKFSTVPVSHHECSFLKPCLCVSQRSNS
# Tb hexokinase = blocks Trypanosoma brucei hexokinase 1 activity. AID 1430. actives 0.11% (n = 220,000). recombinant TbHK1, G6PDH-coupled NADH A340. inhibition, % at 10 µM;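 active means inhibition of 50% or more in the single-dose primary screen; inactive means inhibition below 50%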
# Cl transport mod = modulates chloride dependent transport by human KCC2. Q9H2X9. KCC2 cells, thallium flux FluoZin-2 fluorescence. B-score of Tl+ flux slope (higher = more flux/activation; lower = inhibition) at 10 µM. actives 2.2% (n = 190,000). AID 1456;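 active means thallium flux slope and its plate-corrected score both differing from the plate sample mean at a set confidence after two filtering rounds, in either direction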;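 further: slope of fluorescence scaled to starting intensity during 10 to 20 s after thallium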
# thrombin 1536 = inhibitors of human thrombin; P00734; alpha-thrombin, Boc-VPR-AMC fluorogenic substrate cleavage; inhibition, % at 5 µM; actives 0.26% (n = 220,000); AID 1046;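 active means inhibition at or above 40%; inactive means inhibition below 40%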;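 further: 0% = enzyme with no compound and 100% = wells without enzyme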
#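 System – human alpha-thrombin · Medium – pH 7.5 Tris (50 mM) with NaCl 150 mM, Tween 20 0.05% · Compound – single-point dosing at 5 µM, 0.2% DMSO · Incubation – enzyme reaction carried out at room temperature · Technique – fluorescence of released AMC, ex 355 nm, em 460 nm · Read-out basis – % inhibition of thrombin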
# Furin inhibitor = blocks human furin protease activity; purified furin, fluorogenic substrate cleavage; inhibition, % at 30 µM; actives 0.061% (n = 220,000); in the data active means inhibition above about 25%; further: inactives centre near -15
# Target sequence (P09958 108-714 limits assumed): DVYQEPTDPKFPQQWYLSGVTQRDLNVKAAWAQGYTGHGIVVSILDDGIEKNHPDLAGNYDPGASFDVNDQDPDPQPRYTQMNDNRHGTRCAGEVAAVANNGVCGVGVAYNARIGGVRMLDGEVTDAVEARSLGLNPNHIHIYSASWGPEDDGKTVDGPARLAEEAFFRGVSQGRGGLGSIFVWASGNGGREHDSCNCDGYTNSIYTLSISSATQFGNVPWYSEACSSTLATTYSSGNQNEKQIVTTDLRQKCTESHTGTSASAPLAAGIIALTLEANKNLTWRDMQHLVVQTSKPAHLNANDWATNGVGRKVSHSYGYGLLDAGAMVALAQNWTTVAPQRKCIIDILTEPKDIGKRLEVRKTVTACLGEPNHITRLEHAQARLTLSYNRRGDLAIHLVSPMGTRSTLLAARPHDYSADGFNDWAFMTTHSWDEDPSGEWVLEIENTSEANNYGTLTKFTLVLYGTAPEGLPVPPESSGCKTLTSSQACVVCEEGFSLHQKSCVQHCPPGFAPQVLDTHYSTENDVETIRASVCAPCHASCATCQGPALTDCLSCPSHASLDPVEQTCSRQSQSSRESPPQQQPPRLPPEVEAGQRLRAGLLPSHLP
# PPC-1+TRAIL kill = PPC-1 cancer cell killing with TRAIL present; PPC-1 cells + TRAIL, ATPLite viability luminescence; cell killing (% activity), % at 4 µM; actives 0.41% (n = 220,000); AID 1443;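 active means cell killing above 50% in the first pass at 4 µM, then a duplicate retest at 5 µM averaging 50% or more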;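 further: plate controls were cells with TRAIL plus DMSO for no effect and medium-only wells lacking cells for full effect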
# zfTRPN1 agonist = activates the zebrafish TRPN1 channel | HEK293 zebrafish TRPN1-YFP, Fluo-8 calcium fluorescence; 100% = response to 87 µM carbachol | activation, % at 3 µM | actives 0.18% (n = 220,000) | AID 1424;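 active means activation above its plate's cutoff, the mean activation of test wells on that plate plus 3 SD, cut at about 19% in these data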;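 further: 0% = DMSO alone and 100% = 87 µM carbachol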
#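 System: zebrafish TRPN1-YFP in HEK293 cells / Dosing: 3 µM single point / Timing: dye loading 1 h at 37 °C, then 30 min room temperature / Signal: Fluo-8 calcium fluorescence, excitation 470-495 nm, emission 515-575 nm / Read-out basis: percent activation from peak over basal fluorescence ratio, control-normalized / Control set: high carbachol 87 µM, low DMSO alone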
# TRPML3 agonist = activates the human TRPML3 channel | HEK293 TRPML3-YFP, Fluo-8 calcium fluorescence; 100% = the carbachol control signal | activation, % at 3 µM | actives 0.29% (n = 220,000) | AID 1448;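 active means activation above its plate's cutoff, the mean activation of the plate's test wells plus 3 SD, cut at about 12% in these data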;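 further: 0% = DMSO only wells and 100% = carbachol wells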
#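 Test system – HEK293 line with stable expression of human TRPML3-YFP channel · Control set – carbachol 87 µM final as high control (100%), DMSO as low control (0%) · Signal – Fluo-8 calcium dye fluorescence, ex 470-495, em 515-575 nm · Incubation – 1-h 37 °C dye load, 5-s basal, 120-s post-compound reads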
# m-calpain inh = inhibitors of pig calpain II; purified calpain II, fluorogenic peptide substrate, 30 min; inhibition, % at 16 µM; actives 0.37% (n = 220,000);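 active means inhibition above about 50%, limit read from the data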
# * hit, by the source's call; . = no result given; [ ] = another dose, or the depositor's remark. Compounds as they come (roughly 3.6% active in at least one column).
SMILES,EBV gp42 inh,Tb hexokinase,Cl transport mod,thrombin 1536,Furin inhibitor,PPC-1+TRAIL kill,zfTRPN1 agonist,TRPML3 agonist,m-calpain inh
Cn1c(=O)cc(OCC(=O)NCCCN2CCN(c3cccc(Cl)c3)CC2)c2ccccc21,-5,-9,-0.7,-4,-25,0,-2.7,0.0,-41
COc1ccccc1CNC(=O)CCCN1C(=O)COc2ccc(C)cc21,-2,2,-0.46,2,-28,22,0.2,-0.6,-29
CC(C)CNS(=O)(=O)c1ccc(CCC(=O)Nc2ccc3c(c2)OCO3)cc1,-33,2,.,9,-15[20 µM],10,-0.6,-0.4,-6
C/C(N)=C(/C#N)C(=O)COC(=O)Cc1coc2ccc3ccccc3c12,-22,-7,.,-4,-11,-8,2.7,0.3,-48
Cc1ccc(S(=O)(=O)/C(C#N)=C/c2c(N3CCCCC3)nc3ccccn3c2=O)cc1,-18,-23,-2,2,-4,-4,1.0,0.1,2
Cn1c(N)c(C(=O)c2cc(-c3ccccc3)nc3ccccc23)c(=O)n(C)c1=O,5,-12,0.11,-5,0[20 µM],30,0.8,0.2,-31
Cc1cc(C)cc(NC(=O)C(c2ccccc2)N2CCCC2)c1 (stereo not drawn),-21,9,0.64,-3,-22,3,-1.8,0.1,11
Nc1nc(SCc2nc(-c3ccccc3)no2)[nH]c(=O)c1-c1ccccc1,-17,2,.,-16,-16[20 µM],-5,1.4,-0.5,33
CN(C)c1ccc(CN2CCCC(O)C2)cc1 (stereo not drawn),-23,3,-0.17,-1,-15,33,-1.0,0.4,10
COc1ccc(/C=N/N2CCN(c3ccncc3S(=O)(=O)N3CCCCC3)CC2)cc1,-9,-16,1.6,-7,-14[20 µM],19,-0.8,0.6,-1
C(=N\NC1=Nc2cccc3cccc1c23)/c1ccccn1,-69,-3,-4.4*,-3,-16,37,-1.1,0.1,-18
O=C(NC1CCCC1)C(c1ccccc1)N(C(=O)c1ccco1)C1CCCC1 (stereo not drawn),-12,4,.,-2,-19[20 µM],4,3.4,2.2,-6
COCc1cc(=O)[nH]c(SCCS(=O)(=O)c2ccc(C)cc2)n1,-8,-6,0.052,-2,-5,16,-0.9,-0.1,1
CCC(Sc1nc2ccccc2c(=O)n1CCN1CCOCC1)C(=O)NCc1cccnc1 (stereo not drawn),-17,-2,-0.0085,7,-12[20 µM],5,0.5,1.1,-18
COc1cc(C(=O)N2CCN(c3ccccc3)CC2)c([N+](=O)[O-])cc1OC,4,-11,-0.021,1,0,7,0.5,0.3,-16
COc1cc(NC(=O)c2ccco2)c(C(=O)OCC(=O)Nc2ncc(Cl)cc2Cl)cc1OC,-18,-32,0.9,1,-13[20 µM],-8,0.3,1.4,16
CCN(CC)CCN(C(=O)Cn1nnc(-c2ccc(C)o2)n1)C(C(=O)NC(C)(C)C)c1cccs1 (stereo not drawn),2,5,.,-2,-19,20,0.5,0.8,-8
Cc1cc(/C=N/NC(=O)c2cccs2)c(C)n1-c1ccccc1,-22,-44,0.037,4,-4[20 µM],69*[5 µM],-2.0,-1.0,-13
CN(C)S(=O)(=O)N1CCC(Cc2ccccc2)CC1,-10,-6,-0.31,-6,-13,5,-0.8,-0.3,-17
CCCC1(C(=O)OC)NC(c2ccc(OC)c(OC)c2)C2C(=O)N(c3ccc4c(c3)OCO4)C(=O)C21 (stereo not drawn),-2,-3,-1.1,-5,-20[20 µM],32,1.5,1.3,-7
CCN1CCCC1CNC(=O)C(=O)NC1CC1 (stereo not drawn),-16,1,-0.5,-10,-19,28,0.8,0.5,5
CN(CC(=O)O/N=C(\N)c1ccc([N+](=O)[O-])cc1)S(=O)(=O)c1ccccc1,-11,-6,.,13,-7[20 µM],-4,0.6,8.4,21
CN(c1ccc(C(=O)NCCSC(C)(C)C)cc1)S(C)(=O)=O,-20,-8,0.85,-2,-18[20 µM],-12,0.4,0.7,0
COC(=O)c1cccc(NS(C)(=O)=O)c1,-6,-1,0.14,-4,-29,-1,-0.3,1.0,-1
Cc1cc(C)n(C2CC(=O)N(c3ccc(Cl)c(Cl)c3)C2=O)n1 (stereo not drawn),-19,-9,1.6,4,-8,-28,-0.8,0.7,6
COc1ccc(/C=C/C(=O)OCc2cc(=O)n3c(n2)sc2ccccc23)cc1,-57,-6,0.43,-3,-17,14,-1.0,0.8,13
CCCCn1c(-c2csc3ccccc23)n[nH]c1=S,-4,-5,4.8*,4,-17[20 µM],12,-1.2,-0.5,5
COc1ccc2[nH]c3nc(SCc4nnc(-c5ccccc5)o4)nnc3c2c1,-5,-4,-0.6,-14,-3,-2,-1.2,0.5,-12
CCn1c(SCC(=O)Nc2ccc(C(=O)OC)cc2)nnc1-c1cccs1,-9,1,0.63,2,-16[20 µM],2,-0.8,1.6,36
CCOC(=O)N1N=C(c2ccc(C)cc2)CC1(O)C(F)(F)F (stereo not drawn),1,1,1.5,-7,-23[20 µM],28,-1.9,0.4,27

# Cl transport mod, what is marked active above.
Compound,EBV gp42 inh,Tb hexokinase,Cl transport mod,thrombin 1536,Furin inhibitor,TRPML3 agonist,m-calpain inh
C(=N\NC1=Nc2cccc3cccc1c23)/c1ccccn1,-69,-3,-4.4*,-3,-16,0.1,-18
CCCCn1c(-c2csc3ccccc23)n[nH]c1=S,-4,-5,4.8*,4,-17[20 µM],-0.5,5

# Going on with the list:
SMILES,EBV gp42 inh,Tb hexokinase,Cl transport mod,thrombin 1536,Furin inhibitor,PPC-1+TRAIL kill,zfTRPN1 agonist,TRPML3 agonist,m-calpain inh
O=C(NNC1=NS(=O)(=O)c2ccccc21)c1ccc(Cl)cc1,-1,-19,-0.64,.,-4,49,-0.3,0.2,-2
COc1cccc(OCCc2c(C)n[nH]c2C)c1,-7,4,0.42,-3,-19[20 µM],10,2.3,1.2,-41
O=C(Nc1ccc(Cl)cc1)Nc1nnc(-c2ccncc2)s1,77*,-11,0.7,-5,-19,11,1.9,0.3,-24
COc1ccc(CCNC(=O)C(C)c2ccc([N+](=O)[O-])cc2)cc1 (stereo not drawn),-4,-3,-0.14,-3,-10,4,4.3,3.9,-2
Cc1ccc(NC(=O)CN(C)CC(=O)Nc2cccc(F)c2)cc1S(=O)(=O)N1CCCCCC1,-20,-3,-0.48,-4,-7,8,-0.2,2.0,16
O=C(Nc1ccc(N2CCOCC2)c(Cl)c1)C1CCCCC1,-2,5,0.3,22,-29,-4,-0.1,0.1,48
COc1ccc(OC)c(NC(=O)[C@H]2CC=CC[C@H]2C(=O)O)c1,-3,-11,.,-2,-19,-10,0.4,0.4,-6
C=CCOc1ccc(/C(CC)=N/O)cc1OC,-24,0,1.6,3,-6[20 µM],-8,0.0,0.6,-8
CC1CCCCN1c1ncnc2ccccc12 (stereo not drawn),-29,-30,-0.14,-3,0[20 µM],21,7.8,3.6,-1
CCCS(=O)(=O)c1ccc(COC(=O)c2ccc(NC(C)=O)cc2)cc1,-7,-3,-1.4,1,-16,26,0.3,1.3,6
O=C1CC(N2CCN(c3ccccn3)CC2)C(=O)N1c1ccc(F)cc1 (stereo not drawn),-6,-1,-1.7,4,-18,17,1.6,0.5,0
CC12CCC(C(=O)Nc3cc(Cl)ccc3Cl)(C/C1=N\O)C2(C)C (stereo not drawn),-11,1,-2.4,-1,-16[20 µM],27,-2.6,-0.4,-17
Cc1ccc(C(=O)N(Nc2nc3ccccc3s2)C(=O)c2ccc(C)cc2)cc1,-1,-1,0.04,6,-16,16,0.9,0.3,-10
Cc1nn(-c2cccc(Cl)c2)c(Cl)c1/C=N/NC(=O)c1cccnc1,-20,32,-1.9,-1,-11,5,0.0,-0.3,1
Cc1cc(C)c(C#N)c(Cl)n1,-9,1,-0.44,-4,-11,0,1.0,0.3,21
CC(C)(C)Nc1nc(Oc2ccc(=O)n(-c3ccccc3)n2)nc(N2CCOCC2)n1,-2,-17,.,-1,-21,6,-0.9,-0.1,-7
CCn1c(SCC(=O)Nc2cccc(NC(=O)c3cccs3)c2)nnc1-c1ccncc1,11,2,.,-7,-4,10,0.0,-1.3,12
O=C(CS(=O)(=O)c1ccccc1)Nc1ccc(N2CCOCC2)cc1,-4,0,0.54,2,-18,-12,0.4,1.4,-4
O=C(c1ccc(=O)oc1)N1CCC(C(O)(c2ccccc2)c2ccccc2)CC1,-7,-39,-0.67,-2,5,0,1.4,0.2,31
Cn1c(/N=C/c2c[nH]c3ccccc23)nc2ccccc21,9,-11,-0.63,-1,-11,-7,1.1,-0.4,-16
Cc1cccc(N/C(N)=N/c2nc3c(c(=O)[nH]2)CCCC3)c1,-12,5,0.004,-1,-5[20 µM],31,0.0,0.4,6
COc1ccccc1NC(=O)N(c1c(N)n(Cc2ccccc2)c(=O)[nH]c1=O)C1CCCC1,6,-2,.,-8,-24,10,0.4,0.2,12
COc1cccc(Cn2c(-c3cccs3)noc2=O)c1,-17,10,0.57,-7,-23,0,-0.9,0.3,13
COc1ccccc1-c1ccc(/C=C2/C=C(C)OC2=O)o1,12,-10,0.19,-2,-18,10,-0.1,1.0,-17
S=C(c1c[nH]c2ccc(Br)cc12)N1CCOCC1,6,-3,0.14,-4,-19,15,2.0,1.7,14
CCN(CC)S(=O)(=O)c1ccc(Cl)c(NC(=O)COc2ccccc2[N+](=O)[O-])c1,-4,-1,0.15,-3,-16,18,0.0,0.7,-5
COc1ccccc1N(CC(=O)N/N=C/c1ccc(OCC(=O)NCc2ccco2)cc1)S(=O)(=O)c1ccc(C)cc1,-2,-2,-1.2,-5,-1[20 µM],4,-0.4,-0.2,-469
Cc1cc(C)n2nc(C(=O)OCC(=O)Nc3ccc4c(c3)OCO4)nc2n1,7,5,-1.3,-9,-37,12,0.1,1.2,4
O=C(/C=C/c1ccc(F)cc1)NC(Cc1c[nH]c2ccccc12)C(=O)O (stereo not drawn),-4,-3,0.91,-5,4,-5,1.1,1.3,0
CC(C)Oc1ccc(C(=O)NC(Cc2c[nH]c3ccccc23)C(=O)NN)cc1 (stereo not drawn),-13,-9,-0.89,-5,-9,-5,0.7,-0.1,-3
COC(=O)c1c(NC(=O)/C=C/C(=O)O)sc(C)c1-c1ccc(C)cc1,18,-7,-0.98,16,-6,5,1.3,-0.1,-5
COC(=O)c1ccc(-c2ccc(/C=N/N3C(=O)C4C5C=CC(CC5)C4C3=O)o2)cc1 (stereo not drawn),-32,-35,0.8,-9,-17,9,0.5,0.4,-67

# Complete entries, looked up by structure:
# O=C(Nc1ccc(N2CCOCC2)c(Cl)c1)C1CCCCC1 reads EBV gp42 inh = -2; Tb hexokinase = 5; Cl transport mod = 0.3; thrombin 1536 = 22; Furin inhibitor = -29; PPC-1+TRAIL kill = -4; zfTRPN1 agonist = -0.1; TRPML3 agonist = 0.1; m-calpain inh = 48
# C/C(N)=C(/C#N)C(=O)COC(=O)Cc1coc2ccc3ccccc3c12 reads EBV gp42 inh = -22; Tb hexokinase = -7; Cl transport mod = .; thrombin 1536 = -4; Furin inhibitor = -11; PPC-1+TRAIL kill = -8; zfTRPN1 agonist = 2.7; TRPML3 agonist = 0.3; m-calpain inh = -48
# COc1ccc(OC)c(NC(=O)[C@H]2CC=CC[C@H]2C(=O)O)c1 reads EBV gp42 inh = -3; Tb hexokinase = -11; Cl transport mod = .; thrombin 1536 = -2; Furin inhibitor = -19; PPC-1+TRAIL kill = -10; zfTRPN1 agonist = 0.4; TRPML3 agonist = 0.4; m-calpain inh = -6
